Tn6 DDE FP – inhibitors of Tn6 peptide binding to fibrin DD(E), primary screen, biochemical, fluorescence polarization, human fibrin, Tn6 probe | AID 720509, 2013 | inhibition, % at 8.3 µM | Fibrin DD(E) TRITC-Tn6 fluorescence polarization displacement | Fibrinogen beta chain (Homo sapiens), P02675 | 370,000 tested, 0.21% active;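 active = inhibition above a per-campaign cutoff: mean of compounds within control limits plus 3 SD, cut at about 15% in these data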;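 note: 0% = median of all compound wells on the plate and 100% = blocking peptide control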
MBD2 DNA inh – inhibitors of MBD2 binding to methylated DNA, primary screen, biochemical, TR-FRET, DNA-binding domain, human; Methyl-CpG-binding domain protein 2 (Homo sapiens), Q9UBB5; MBD2 binding to methylated oligonucleotide; inhibition, % at 4.4 µM; 370,000 tested, 0.31% active; in the data active = inhibition above about 13%
UHRF1 MBD2 ctr – UHRF1 methylated DNA binding inhibitors, primary screen, counter-screen for MBD2 inhibitor project, biochemical, TR-FRET, human UHRF1, single concentration; E3 ubiquitin-protein ligase UHRF1 (Homo sapiens), Q96T88; UHRF1 binding to methylated oligo; inhibition, % at 4.4 µM; 370,000 tested, 0.75% active; AID 687016, 2013; in the data active = inhibition above about 21%;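 note: UHRF1 SRA domain binding a hemimethylated CpG hairpin DNA probe; 0% = median of test compound wells and 100% = reference inhibitor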
Target sequence (Q96T88 whole entry, looked up, the tested form may be a part): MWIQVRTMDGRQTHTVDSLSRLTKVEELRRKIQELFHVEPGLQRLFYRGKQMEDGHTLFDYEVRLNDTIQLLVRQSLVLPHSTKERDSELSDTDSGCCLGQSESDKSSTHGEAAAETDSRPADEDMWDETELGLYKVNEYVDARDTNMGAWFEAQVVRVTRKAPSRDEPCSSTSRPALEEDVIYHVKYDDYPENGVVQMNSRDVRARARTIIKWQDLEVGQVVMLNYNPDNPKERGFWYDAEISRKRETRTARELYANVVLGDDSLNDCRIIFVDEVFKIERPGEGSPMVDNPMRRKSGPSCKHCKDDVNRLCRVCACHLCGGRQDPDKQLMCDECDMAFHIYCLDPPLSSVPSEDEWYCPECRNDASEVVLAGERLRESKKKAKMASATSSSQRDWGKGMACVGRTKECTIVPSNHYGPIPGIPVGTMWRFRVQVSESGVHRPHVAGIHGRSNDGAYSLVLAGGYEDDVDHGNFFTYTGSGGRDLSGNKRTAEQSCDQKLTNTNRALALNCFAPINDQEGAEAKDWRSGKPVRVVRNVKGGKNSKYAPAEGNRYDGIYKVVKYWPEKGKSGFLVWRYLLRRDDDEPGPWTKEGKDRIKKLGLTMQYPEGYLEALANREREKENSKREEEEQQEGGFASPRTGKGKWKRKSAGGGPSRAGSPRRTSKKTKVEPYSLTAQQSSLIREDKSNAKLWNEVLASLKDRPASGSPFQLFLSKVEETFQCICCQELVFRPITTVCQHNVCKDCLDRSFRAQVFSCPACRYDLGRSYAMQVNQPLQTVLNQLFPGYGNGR
DDE Tn7 FP inh – inhibitors of Tn7 peptide binding to fibrin DD(E), primary screen, biochemical, fluorescence polarization, human fibrin, Tn7 probe; Fibrinogen beta chain (Homo sapiens), P02675; FP displacement of FITC-Tn7 peptide from fibrin DD(E); 0% = median of compound wells per plate; inhibition, % at 8.3 µM; 370,000 tested, 0.13% active; AID 720508, 2013;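 active = inhibition above the mean of compounds falling within the control limits plus 3 SD of them, cut at about 14% in these data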;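 note: 0% = plate median of compound wells and 100% = 10 µM Aha-Tn7 peptide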
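Assay system: human fibrin DD(E) protein / Input: 2 µM fibrin DD(E) / Benchmarks: high control of 10 µM Aha-Tn7 peptide / Measured by: fluorescence polarization of the labelled Tn7 tracer / Medium: Tris buffer with calcium and detergent, pH 7.8 / Timing: 10 min compound pre-incubation, 3 h probe incubation at room temperature / Repeats: one replicate per compound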
LEDGF integ inh – blockers of LEDGF/p75-dependent integrase strand transfer – biochemical, TR-FRET, high throughput, primary screen | HIV-1 integrase (with human LEDGF/p75) | 370,000 tested, 0.64% active | TR-FRET IN-LEDGF/p75 DNA integration, Eu/Cy5 | inhibition, % at 3.7 µM;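 active = inhibition above the screen-wide mean plus 3 SD, cut at about 13% in these data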;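 note: signal is the Cy5 over europium emission ratio at 671 and 618 nm; 0% = plate median of compound wells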
TDP2 inh – human TDP2 enzyme inhibitors, primary screen, biochemical, epi absorbance, recombinant enzyme; T5PNP hydrolysis, p-nitrophenol absorbance 415 nm; inhibition, % at 12.8 µM; 370,000 tested, 0.34% active;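 active = inhibition above the mean of all tested compounds plus 3 SD, set per campaign, cut at about 25% in these data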;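 note: 0% = DMSO with enzyme and 100% = buffer with substrate but no TDP2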
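Incubation: 2 h at 37 °C; Test system: recombinant human TDP2; Quantity: enzyme 120 nM; Read-out basis: percent inhibition; Medium: 50 mM Tris-HCl pH 7.5 with Mg2+, KCl, DTT, BSA; Repeats: single replicate; Compound: 12.8 µM single point, 1% DMSO; Signal: epi absorbance; Reagent: 5 mM T5PNP chromogenic substrate; Benchmarks: no-enzyme high, DMSO-plus-enzyme low.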
TCR CD3 inh – inhibitors of human TCR-CD3 interaction, primary screen, biochemical, fluorescence, TAMRA-labeled TCR probe. inhibition, % at 9.4 µM. 360,000 tested, 0.37% active. AID 651800, 2012; in the data active = inhibition above about 19%;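 note: recombinant mutant TCR 2C K166C tagged with TAMRA read by polarization; 0% = receptor in buffer alone and 100% = receptor with positive control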
KLK7 zymogen act – proKLK7 zymogen activators, primary screen, biochemical, fluorescence intensity. Kallikrein-7 (Homo sapiens), P49862. purified proKLK7, EDANS-DABCYL substrate fluorescence; 100% is mature enzyme control, 0% vehicle. activation, % at 7 µM. 370,000 tested, 0.9% active. AID 652039, 2013;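 active = activation above the mean of all tested compounds plus 3 SD, computed per campaign excluding outliers beyond control limits, cut at about 13% in these data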
Target sequence (P49862 whole entry, looked up): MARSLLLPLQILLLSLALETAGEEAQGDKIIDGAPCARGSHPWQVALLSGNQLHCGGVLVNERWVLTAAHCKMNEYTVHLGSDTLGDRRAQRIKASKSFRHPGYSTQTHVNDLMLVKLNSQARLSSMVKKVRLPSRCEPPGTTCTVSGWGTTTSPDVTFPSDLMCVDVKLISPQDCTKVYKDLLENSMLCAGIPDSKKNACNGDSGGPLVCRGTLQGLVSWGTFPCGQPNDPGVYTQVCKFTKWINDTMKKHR
SIAE inh – human SIAE inhibitors, primary screen, biochemical, fluorescence polarization, FP-Rh probe, 1536-well HTS | SIAE FP-Rh probe binding | Sialate O-acetylesterase (Homo sapiens), Q9HAT2 | 370,000 tested, 0.69% active | AID 1053197, 2014 | inhibition, % at 9.66 µM;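 active = inhibition above a cutoff: mean of compounds within the control limits plus 3 SD of those, cut at about 17% in these data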;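 note: 0% = plate median of compound wells and 100% = probe without SIAE protein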
PRMT1 inh – PRMT1 methyltransferase inhibitors, primary screen, biochemical, fluorescence polarization. 370,000 tested, 1.3% active. recombinant PRMT1, activity-based probe fluorescence polarization. Protein arginine N-methyltransferase 1 (Homo sapiens), Q99873. inhibition, % at 2.79 µM. AID 652257, 2013;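 active = inhibition above about 21% made by adding two undisclosed values, limit read from the data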
An asterisk follows results filed as active; nt = not tested or not shown. Rows were taken by chance; any-hit rate near 4.6%.

SMILES | Tn6 DDE FP | MBD2 DNA inh | UHRF1 MBD2 ctr | DDE Tn7 FP inh | LEDGF integ inh | TDP2 inh | TCR CD3 inh | KLK7 zymogen act | SIAE inh | PRMT1 inh
COC(=O)c1cc(S(=O)(=O)NCC2CCN(Cc3ccc(C)cc3)CC2)c[nH]1 | 5 | -3 | 3 | 5 | 3 | -23 | -2 | -0.2 | -4 | -6
COc1ccc(C(=O)NCCSc2ccc(C)cc2)cc1 | -3 | 0 | 0 | 6 | -6 | -15 | 7 | -0.3 | -8 | -2
CCCCn1c(N)c(N(CCOC)C(=O)CN(C)S(=O)(=O)c2ccc(F)cc2)c(=O)[nH]c1=O | -3 | 0 | -2 | 2 | -3 | 0 | 4 | -0.1 | 4 | -2
Cn1c(=O)c2sccc2n2c(CCCC(=O)Nc3ccccc3)nnc12 | 6 | -7 | -2 | 0 | 0 | 4 | 4 | 0.4 | 1 | 0
CC(=O)c1ccc(NC(=O)C(C)Sc2nnc3ccccn23)cc1 (stereo not given) | 1 | 0 | 1 | -1 | 2 | 1 | 3 | 0.2 | -10 | -3
CN(C)S(=O)(=O)c1ccc(SCC(=O)Nc2ccc3c(c2)OCCO3)nc1 | 0 | 2 | 3 | -3 | 2 | 3 | 2 | -0.1 | 1 | 2
O=C(CSCc1c(F)cccc1Cl)NCc1cccnc1 | -6 | -5 | 0 | 0 | 0 | 0 | 1 | 0.4 | 3 | 0
O=C(O)C1C2C=CC(C3CC23)C1C(=O)N1CCc2ccccc21 (stereo not given) | -11 | 6 | 1 | 6 | -1 | -8 | 3 | -0.8 | -2 | 5
O=C([C@@H]1C[C@H]1c1ccccc1)N1CCC(Oc2cccnc2)CC1 | -3 | -1 | 0 | 2 | 4 | -14 | nt | 0.9 | 6 | -11
Cc1c(Br)cnn1C(C)C(=O)N1CCN(c2ccccc2F)CC1 (stereo not given) | 2 | 3 | 6 | 2 | -4 | -3 | -8 | -0.5 | -2 | 7
O=C(Nc1cccc(S(=O)(=O)NC2=NCCC2)c1)C1CCCCC1 | -2 | 5 | -2 | 3 | 0 | 8 | -3 | 0.0 | -7 | -2
CCCNS(=O)(=O)c1ccc(OC)c(Cl)c1Cl | 2 | 3 | 0 | -2 | -4 | -13 | -6 | -0.5 | 3 | 0
O=C(c1ccc2ccccc2n1)N1CCN(c2ccccc2)CC1 | 4 | 1 | 2 | 5 | -4 | -5 | -6 | 0.5 | 6 | 1
O=C(O)c1ccccc1NS(=O)(=O)c1cccc(-n2sc3ccccc3c2=O)c1 | 3 | 5 | 16 | -5 | -4 | 8 | 0 | 0.7 | -21 | 94*
Cc1c(NC(=O)CSc2ccc(Cl)cc2)c(=O)n(-c2ccccc2)n1C | -2 | 2 | 1 | -4 | 1 | -7 | -1 | -0.2 | -3 | -1
CS(=O)(=O)N(CC(=O)Nc1cccc([N+](=O)[O-])c1)c1cccc(F)c1 | -1 | -2 | 0 | -2 | 4 | 3 | 2 | 0.0 | 10 | -1
C[C@]12CCC3C(CC[C@H]4CCCC[C@]34C)C1CC[C@@]2(O)CNCCO (stereo not given in full) | 1 | -2 | 0 | 8 | 0 | -9 | 4 | -0.2 | -3 | 0
COc1ccc(C(=O)NCc2ccc(Cl)cc2)cc1S(=O)(=O)N1CCCC1 | -5 | 6 | 7 | -3 | 1 | 0 | -3 | 0.3 | -4 | 2
CC(=O)NS(=O)(=O)c1ccc(NC(=O)/C=C/c2cn(-c3ccccc3)nc2-c2ccccc2)cc1 | -3 | -2 | -1 | 5 | -2 | -7 | 8 | 0.5 | -107 | 1
Cc1ccc(NC(=O)CN(C)Cc2cccs2)cc1Cl | -2 | -4 | -1 | 1 | 4 | 10 | 3 | 0.9 | -2 | 1
NS(=O)(=O)c1cccc(NC(=O)Cc2ccc(Cl)c(Cl)c2)c1 | -5 | -5 | 0 | 1 | 2 | 8 | 5 | -0.5 | -6 | 1
O=C(NC(=S)Nc1ccc(NC(=O)c2cccs2)cc1)c1ccco1 | 4 | -6 | -5 | 0 | 3 | -3 | -2 | -0.5 | -7 | 2
COc1ccc2c(c1)CCCC21NC(=O)NC1=O (stereo not given) | 7 | 3 | 0 | 2 | 3 | -9 | -3 | -0.8 | 4 | 0
c1ccc2nc(N3CCN(Cc4ccc5c(c4)OCO5)CC3)cnc2c1 | -1 | -2 | -3 | 0 | -2 | -1 | -1 | 1.7 | 9 | -1
Cc1cccc2cc(C#N)c(NCCCNS(=O)(=O)c3ccc(Cl)cc3)nc12 | -8 | -4 | 1 | -12 | 1 | -20 | 8 | -3.2 | -23 | -1
Continued:
SMILES | Tn6 DDE FP | MBD2 DNA inh | UHRF1 MBD2 ctr | DDE Tn7 FP inh | LEDGF integ inh | TDP2 inh | TCR CD3 inh | KLK7 zymogen act | SIAE inh | PRMT1 inh
COC(F)(C(=O)Nc1ccc2c(c1)C(=O)NC2=O)C(F)(F)F (stereo not given) | 2 | -3 | 0 | 1 | 2 | 2 | -5 | -15 | -6 | 3
COc1cccc(NC(=O)CN(C)C(=O)c2ccc(-c3ccc(Cl)cc3)o2)c1 | -8 | -3 | -1 | -7 | 5 | 2 | 7 | -1.1 | -13 | -3
COC(=O)[C@@H](Cc1ccccc1)NC(=O)/C=C/[C@H]1O[C@@H](n2cnc3c(NC(=O)c4ccccc4)ncnc32)[C@H](O)[C@@H]1O | -1 | -5 | -2 | 0 | -2 | 3 | 1 | -0.3 | 5 | -2
NC(=O)c1c(/N=C/c2cccnc2)sc2c1CCCC2 | 8 | -2 | -3 | 3 | 3 | 3 | 3 | -0.1 | -1 | 0
CC(=O)c1c(C)[nH]c(C(=O)Nc2ccc(C)cn2)c1C | 0 | -3 | 0 | -3 | -1 | 0 | 4 | 0.0 | -1 | 2
COC(=O)c1ccccc1NC(=O)Cn1ccnc1 | -2 | -1 | 1 | 4 | 1 | 13 | 4 | -0.2 | 3 | -1
CCc1c(C)nc(SCCOc2ccc(OC)cc2)[nH]c1=O | -2 | 5 | 2 | 8 | -1 | -1 | -3 | 0.2 | -1 | 1
Cc1cc(C)n2nc(SCC(=O)Nc3ccccc3F)nc2n1 | 2 | 3 | 2 | 0 | 0 | 6 | -5 | 1.0 | -2 | 3
N#CC1=C(N)Oc2cc(N)ccc2C1c1ccc(F)cc1F (stereo not given) | -5 | -5 | -7 | 4 | 6 | -14 | -1 | 17* | 2 | 24*
C=CCS(=O)(=O)N1CCCC(N(C)CCc2ccc(OC)c(OC)c2)C1 (stereo not given) | 1 | -2 | -1 | -7 | 2 | -1 | 2 | -0.4 | 1 | -1
CCOC(=O)Cn1c2c(c(=N)c3c1CCC3)CCC2 | 1 | -2 | 0 | 0 | -3 | -4 | 8 | -0.1 | 2 | 3
CC(=O)OCc1c(C(F)(F)F)nn(C)c1SCc1ccc(Cl)cc1 | 1 | -3 | 7 | 2 | -1 | 0 | 4 | -0.2 | 0 | -3
O=C(O)c1ccc(/C=N\Nc2ccc(S(=O)(=O)N3CCOCC3)cc2[N+](=O)[O-])cc1 | 0 | 4 | 5 | 1 | -3 | -17 | 7 | -0.9 | -5 | 5
O=C(Cc1cccs1)N1CCCC(c2nc(-c3ccc(S(=O)(=O)N4CCCC4)cc3)no2)C1 (stereo not given) | 2 | -4 | -1 | 6 | 3 | 1 | 1 | 0.5 | 0 | -1
Cc1ccc(C(=O)NCC(=O)OCC(=O)c2ccc3c(c2)NC(=O)CO3)cc1C | -4 | 5 | 3 | -2 | 0 | 0 | 1 | 0.2 | -2 | -1
COc1ccc(N/C=C2\C(=O)c3c(sc(C)c3C)N(C)S2(=O)=O)cc1 | -2 | 2 | 2 | 1 | -1 | 4 | -2 | 0.3 | 5 | 2
CCCCCOc1ccc(CSC(=N)N)cc1[N+](=O)[O-] | -1 | -7 | -3 | 5 | -3 | 2 | 1 | 0.0 | -5 | -2
Cc1ccc(CNC(=O)/C=C/c2c(Cl)cccc2Cl)cc1 | 1 | 0 | -3 | -1 | -1 | 8 | 7 | 0.3 | 4 | -1
CC(C)[N+]1=C2C=CC=CC=C2SC12C([N+](=O)[O-])=CC(=[N+]([O-])[O-])C=C2[N+](=O)[O-] (stereo not given) | -1 | 0 | 2 | -1 | 6 | 1 | -3 | -0.2 | 0 | 37*
COc1ccc(/C=C2\CCC(C3CCCC3)C2=O)c(OC)c1 (stereo not given) | -6 | -7 | -1 | 0 | 0 | 11 | 2 | -0.3 | 4 | 2
COc1ccc2c(c1)C1=NN(/C(C)=C\C(C)=O)C(c3ccccc3)C1CC2 (stereo not given) | -5 | -3 | 0 | -1 | 3 | -19 | 0 | -0.9 | -1 | 15
CCCN1CCN(C(=O)c2cccc3c2C(=O)N(CCOC)C3)CC1 | -1 | 0 | 1 | 5 | 2 | 1 | -2 | -0.2 | 0 | -2
C(=N\N1CCOCC1)/c1cn(-c2ccccc2)nc1-c1ccccc1 | -7 | 0 | -3 | -4 | -1 | 4 | -2 | -0.1 | -2 | 96*
O=c1[nH][nH]c(C(F)(F)F)c1C=Nc1ccccc1Cl | -5 | 2 | 0 | 5 | -5 | -3 | -8 | -0.8 | -3 | 4

Some of these compounds in order of number of heavy atoms, ascending:
SMILES | Tn6 DDE FP | MBD2 DNA inh | UHRF1 MBD2 ctr | DDE Tn7 FP inh | LEDGF integ inh | TDP2 inh | TCR CD3 inh | KLK7 zymogen act | SIAE inh | PRMT1 inh
CCCN1CCN(C(=O)c2cccc3c2C(=O)N(CCOC)C3)CC1 | -1 | 0 | 1 | 5 | 2 | 1 | -2 | -0.2 | 0 | -2
C=CCS(=O)(=O)N1CCCC(N(C)CCc2ccc(OC)c(OC)c2)C1 (stereo not given) | 1 | -2 | -1 | -7 | 2 | -1 | 2 | -0.4 | 1 | -1
COc1ccc2c(c1)C1=NN(/C(C)=C\C(C)=O)C(c3ccccc3)C1CC2 (stereo not given) | -5 | -3 | 0 | -1 | 3 | -19 | 0 | -0.9 | -1 | 15
COc1cccc(NC(=O)CN(C)C(=O)c2ccc(-c3ccc(Cl)cc3)o2)c1 | -8 | -3 | -1 | -7 | 5 | 2 | 7 | -1.1 | -13 | -3

Screening results (PubChem)
